Screens deposited in PubChem by several laboratories.
human PMI inhibitors: MPI inhibition at elevated mannose 6-phosphate – biochemical, fluorescence intensity, high mannose 6-phosphate, primary screen (AID 1220); hit rate 0.66% among 190,000; inhibition, % at 20 µM; hits with a dose series show IC50 in µM; recombinant PMI enzyme, coupled fluorescence intensity; higher % means a stronger effect
SIAH1 antagonists: Siah-1 peptide-binding antagonists, primary screen, biochemical, fluorescence polarization, rhodamine-plectin, uHTS (AID 1817). hit rate 0.02% among 290,000. Siah-1 / rhodamine-plectin peptide fluorescence polarization; higher % means a stronger effect. displacement, % at 20 µM, or IC50 in µM where a hit was titrated;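 active = displacement of at least 50% at 20 µM, with a fluorescence ratio check between 0.3 and a set limit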;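 also: plate controls were Siah plus tracer with DMSO for no effect and tracer alone without Siah for full effect; strong numbers were not always called active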
XIAP displacement: XIAP antagonists, biochemical, IAP family, fluorescence polarization (AID 1018). hit rate 0.007% among 200,000. displacement, % at 20 µM, or IC50 in µM where a hit was titrated. XIAP BIR domain, fluorescence polarization peptide displacement; higher % means a stronger effect; in the data active = displacement above about 50%; also: a part of the inactive calls stands beside numbers as strong as those of hits
PMI inhibitors: inhibitors of human PMI, primary screen, biochemical, fluorescence intensity, coupled assay (AID 1209); purified PMI enzyme, coupled fluorescence intensity; higher % means a stronger effect; hit rate 0.42% among 190,000; inhibition, % at 20 µM; hits with a dose series show IC50 in µM;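 also: plate controls were DMSO vehicle for no effect and wells lacking substrate for full effect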
M17LAP inhibition: P. falciparum M17LAP inhibitors, primary screen, biochemical, fluorogenic H-Leu-NHMec substrate, 1536-well (AID 1619). recombinant M17LAP, H-Leu-NHMec fluorogenic kinetic assay; higher % means a stronger effect. one-dose inhibition, % at 30 µM; IC50 in µM for titrated hits. hit rate 0.38% among 220,000;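 active = compound inhibiting the enzyme by more than half at any dose during confirmatory dose-response retesting; inconclusive = strong single-dose inhibitors picked by rank but not retested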;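 also: plate controls were full reaction with DMSO carrier for no effect and no enzyme background for full effect; strong numbers were not always called active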
AID2073: disruptors of CaV2.2 binding to Mint1 – biochemical, HTRF (AID 2073). hit rate 0.19% among 290,000. one-dose inhibition, % at 20 µM; IC50 in µM for titrated hits. HTRF protein-protein interaction, Mint1-CaV2.2; higher % means a stronger effect; in the data active = inhibition mostly above about 51%, no sharp cut-off; inconclusive = no clear call, values can overlap the other calls; inactive = mostly below about 53%; also: some results filed as inactive read as strong as hits
LYP inhibition: inhibitors of LYP phosphatase, biochemical, fluorescence intensity, uHTS (AID 1779); recombinant LYP phosphatase, fluorescence intensity; higher % means a stronger effect; inhibition, % at 11.5 µM, or IC50 in µM where a hit was titrated; hit rate 0.054% among 290,000;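 also: plate controls were vehicle with enzyme for no effect and no enzyme for full effect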
Dynein cargo inh: dynein cargo transport inhibition; 3617.4 mouse cells, GR-EGFP nuclear translocation imaging; test concentration mostly 20 µM; stimulated with dexamethasone, 1 µM; active compounds read low; z-score, hits read low; hit rate 0.47% among 220,000;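 active = plate z-score of nuclear minus cytoplasmic receptor signal below a set negative limit, without overly bright fluorescence or cell loss, cut at about -3.5 in these data, passing the limit was not always enough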;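 also: z-score of nuclear minus cytoplasmic ring GR-EGFP intensity difference per well; some compounds called inactive have numbers as strong as hits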
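Buffer or medium: tet-free, stripped-serum medium; Also added: dexamethasone, 1.0 µM final; Technique: high-content fluorescence imaging after fixation; Times: 48 h induction, 1 h compound, 30 min dex at 37 °C; Read-out: per-cell GR-EGFP intensity, nucleus versus surrounding cytoplasmic ring, well-averaged.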
M1AAP inhibition: P. falciparum M1AAP inhibitors, biochemical, fluorogenic H-Leu-NHMec substrate, 1536-well (AID 1445); hit rate 0.42% among 220,000; inhibition, % at 30 µM; hits with a dose series show IC50 in µM; recombinant M1AAP, H-Leu-NHMec fluorogenic kinetic assay; higher % means a stronger effect;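 active = primary inhibition above the hit cutoff, then over 50% inhibition at one or more dose response concentrations, cut at about 23% in these data, passing the limit was not always enough; inconclusive = conflicting primary data, or primary hits not chosen for dose response; inactive = low primary inhibition, or under 50% at every dose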;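 also: plate controls were DMSO full reaction for no effect and no enzyme background for full effect; strong numbers were not always called active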
Dynein cargo inh cytoplasmic EGFP: further read-out of Dynein cargo inh, marked with its call; z-score; measured here: cytoplasmic GR-EGFP intensity; active compounds read high
Dynein cargo inh nuclear GR-EGFP: also measured in Dynein cargo inh; calls as there; z-score; measured here: nuclear GR-EGFP intensity;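 lower value marks the stronger effect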
Dynein cargo inh cell count: further read-out of Dynein cargo inh, marked with its call; z-score; measured here: cell count per field
Starred values were filed as active, the others as inactive; i = inactive; ? = inconclusive; . = not tested or not shown. Rule as the data show it, unless noted: active = inhibition above about 50%; inactive = the rest. Some of the compounds tested, so the mix of outcomes need not match the whole.

SMILES | human PMI inhibitors | SIAH1 antagonists | XIAP displacement | PMI inhibitors | M17LAP inhibition | AID2073 | LYP inhibition | Dynein cargo inh | Dynein cargo inh cytoplasmic EGFP | Dynein cargo inh nuclear GR-EGFP | Dynein cargo inh cell count | M1AAP inhibition
O=P(Nc1cccc(F)c1)(Oc1ccccc1F)Oc1ccccc1F | . | 6% | . | . | 2% | 5% | 2% | -1.2 | -0.25 | 0.11 | 0.91 | 4%
CCOC(=O)C(NC(=O)C(Cc1ccc(N(CCCl)CCCl)cc1)NC(C)=O)C(C)C (stereo unspecified) | -17% | 1% | -3.5% | -44% | 22% | 25% | 0% | -0.49 | -0.37 | -0.73 | 1.4 | 3%
COC(=NC1CCCC1)C(O)c1c[nH]c2ccccc12 (stereo unspecified) | 7% | 1% | -2.2% | 8% | 24% | 14% | -1% | 0.06 | -0.25 | 0.27 | -0.48 | 0%
CCN1CCC2(CCNC2)C1 (stereo unspecified) | -11% | 1% | -0.1% | -6% | -4% | -5% | -3% | -0.46 | -0.22 | -0.14 | 0.41 | 1%
O=c1[nH]c(=S)n(C2CC2)c(O)c1/C=N/Nc1cccc2ccccc12 | -17% | -9% | -5.8% | -26% | 13% | 22% | 8% | -0.43 | -0.19 | -0.15 | -0.27 | ?
CC(C)C[C@H]1C(=O)N2CCCC2[C@]2(O)O[C@](NC(=O)[C@@H]3C=C4c5cccc6[nH]cc(c56)CC4N(C)C3)(C(C)C)C(=O)N12 (stereo partly specified) | 48% | 41% | -14% | 0% | -12% | 68% | 0% | -0.086 | -0.061 | 0.17 | 0.69 | 3%
CC(=NCCC(c1ccccc1)c1ccccc1)c1c(O)n(C)c(=O)n(C)c1=O | 3% | 12% | -5.0% | 12% | -8% | 1% | -2% | 0.65 | -0.27 | 0.26 | -0.37 | 7%
Cc1cccc(OP(=O)(Nc2cccnc2)Oc2cccc(C)c2)c1 | -6% | 3% | -0.2% | -3% | 14% | -5% | -3% | -0.25 | -0.023 | 0.093 | -0.28 | 15%
Nc1ccccc1C(=O)OCCOc1ccccc1 | 5% | 2% | -3.3% | 8% | 5% | 3% | -5% | -0.58 | -0.21 | 0.0059 | 0.31 | 10%
O=C1CN=C(c2ccc(Cl)cc2)c2oc3ccccc3c2N1 | . | 2% | . | . | 2% | 3% | -7% | 0.094 | -0.15 | 0.015 | 0.048 | 6%
C=CCN1C(=O)/C(=C/c2ccc3c(c2)CCCN3CCC)C(=O)NC1=S | -35% | -1% | -3.6% | -7% | 23% | 4% | -2% | -1.6 | 0.34 | -0.33 | 0.67 | 19%
Cc1cccc(-n2c(O)c(/C=N/Nc3nc4c(c(=O)n(C)c(=O)n4C)n3C)c(=O)[nH]c2=S)c1 | 15% | -2% | -4.7% | 36% | 28% | 22% | -4% | 0.18 | -0.24 | 0.24 | -0.25 | 22%
CCCCN1C(=O)NC(=O)C2(Cc3cc(C)ccc3N(C)C2)C1=O (stereo unspecified) | -50% | -2% | -3.5% | -29% | 6% | 2% | -7% | 1.2 | -0.16 | 0.81 | -0.24 | 8%
Cc1ccccc1OP(N)(=O)Oc1ccccc1C | 3% | 26% | 3.6% | -1% | 2% | -13% | -7% | -0.92 | 0.029 | -0.058 | 0.66 | 2%
OCCN1C2CCC1CC(O)(c1ccc(F)cc1)C2 (stereo unspecified) | -2% | -3% | -7.6% | 4% | -3% | -7% | -8% | 0.51 | -0.28 | 0.34 | 0.7 | 4%
COc1ccc(CCNCc2ccccn2)cc1OC | -10% | -1% | -3.2% | 4% | 1% | 14% | -6% | -0.65 | -0.25 | -0.27 | 0.55 | -1%
Cc1cccn2c(=O)c3c(nc12)N1CCc2ccccc2C1C1(C3)C(=O)NC(=O)N(C)C1=O (stereo unspecified) | -19% | -3% | -9.0% | 0% | 17% | 20% | 2% | 1.1 | -0.061 | 1.1 | -1.7 | 5%
Cc1c(N=Nc2c(O)n(-c3ccc(Br)cc3)c(=O)[nH]c2=O)c(=O)n(-c2ccccc2)n1C | . | 1% | . | . | 1% | -2% | 1% | 0.88 | -0.3 | 0.51 | -0.068 | -3%
Cc1ccc(/C=C2/C(=O)NC(=O)N(Cc3ccc(F)cc3)C2=O)o1 | . | 0% | . | . | . | 10% | 2% | -0.05 | -0.25 | 0.51 | 0.057 | .
COc1cc(/C=C2\C(=O)NC(=O)N(c3ccccc3)C2=O)cc(OC)c1O | 13% | 1% | -2.8% | 21% | 54% | 16% | 0% | -0.41 | -0.073 | -0.27 | 0.59 | 13%
COc1ccc(Cn2c(O)c(C=NCCCn3ccnc3)c(=O)[nH]c2=O)cc1 | 0% | -1% | -2.0% | -4% | -2% | 15% | -3% | 0.56 | -0.25 | -0.37 | -1.1 | -1%
CC(=NCCCN1CCOCC1)c1c(O)n(-c2ccccc2C)c(=O)[nH]c1=O | 9% | 0% | -2.9% | 7% | 2% | -1% | 0% | -0.25 | -0.24 | 0.54 | -0.52 | 0%
Cc1cccc(N2C(=O)/C(=C/N3CCN(C(=O)c4ccco4)CC3)C(=O)NC2=S)c1 | . | 6% | -8.7% | 56%* | 12% | -2% | 0% | -0.63 | -0.34 | -0.11 | -0.16 | 5%
O=C(Cn1nc(-c2ccccc2)ccc1=O)N1CCC2(CC1)OCCO2 | -11% | -1% | -2.0% | -17% | -2% | -8% | -4% | 0.23 | -0.13 | 0.12 | 0.59 | -2%
Cc1cc(OC(=O)c2ccco2)c2c3c(c(=O)oc2c1)CCCC3 | 1% | -1% | -3.0% | 4% | -5% | -1% | -2% | 2.1 | 0.34 | 1.3 | -0.96 | 5%
O=C(c1ccc2c(c1)OCO2)C1CCCN(Cc2ccccn2)C1 (stereo unspecified) | -4% | 21% | -1.3% | 0% | 2% | 22% | -4% | -1.5 | -0.28 | -0.82 | 1.1 | 0%
O=C1NC(=O)C(=Cc2ccc(N3CCOCC3)cc2)C(=O)N1 | -10% | 11% | 0.2% | -10% | 13% | 7% | -3% | -1.6 | -0.15 | -0.64 | 0.31 | 5%
C=CCn1c(=O)c(C=Nc2cccnc2Cl)c(O)n(CCCC)c1=O | -2% | 22% | -1.8% | -16% | 12% | -4% | -6% | 0.02 | -0.031 | 0.73 | -1 | 0%
CN1C(=O)C(=Cc2cccnc2)C(=O)N(C)C1=O | . | -4% | . | . | 0% | 24% | -6% | 0.33 | 0.5 | -0.11 | 0.75 | 1%
CC(C)C/C(=N/O)c1c[nH]c2ccccc12 | -1% | 1% | -4.1% | 0% | -12% | -12% | -4% | 1.2 | -0.16 | 0.5 | -0.66 | 1%

Copied from the list.
Entry for COc1ccc(CCNCc2ccccn2)cc1OC under Dynein cargo inh nuclear GR-EGFP: -0.27
Entry for Cc1cc(OC(=O)c2ccco2)c2c3c(c(=O)oc2c1)CCCC3 under M1AAP inhibition: 5%

Continuation:
SMILES | human PMI inhibitors | SIAH1 antagonists | XIAP displacement | PMI inhibitors | M17LAP inhibition | AID2073 | LYP inhibition | Dynein cargo inh | Dynein cargo inh cytoplasmic EGFP | Dynein cargo inh nuclear GR-EGFP | Dynein cargo inh cell count | M1AAP inhibition
Cc1ccc(C(=O)O)cc1N=Nc1c(O)[nH]c(=O)[nH]c1=O | 4% | -2% | -6.8% | -5% | 5% | 8% | 7% | -1.6 | -0.11 | -0.29 | 0.61 | 9%
CC(C)(C)C(=O)Cn1c(NCCCl)nc2ccccc21 | -4% | 1% | -5.4% | -9% | 1% | ? | -3% | -0.32 | -0.27 | -0.2 | 0.56 | 1%
CCCCn1c(NC(=O)c2ccc(Br)o2)c(C(=O)OCC)c2nc3ccccc3nc21 | 56%* | i | -0.8% | 22% | -121% | 12% | -4% | 0.61 | -0.28 | 0.84 | 0.26 | 1%
O=C(c1ccc(Cl)cc1)C12CN3CN(CN(C3)C1)C2 | 8% | 4% | -7.0% | 4% | 6% | -4% | -4% | 0.47 | -0.32 | 0.65 | -0.6 | 8%
CN(C)C(Cc1ccccc1)C(=O)c1ccccc1 (stereo unspecified) | 2% | -1% | -9.5% | -5% | -4% | 13% | -2% | -0.24 | -0.21 | 0.042 | 0.4 | 2%
COc1ccccc1-n1c(Cc2ccccc2)nc2ccccc2c1=O | -5% | 12% | -7.1% | -2% | . | 10% | -4% | -0.84 | -0.3 | -0.31 | 0.69 | .
CCn1c(=O)cc(SCC(=O)N2CCC3(CC2)OCCO3)c2ccccc21 | -8% | 0% | -1.2% | -3% | 18% | 7% | -8% | 1.4 | -0.1 | 1.1 | -1.6 | 4%
Cn1c2ccccc2c2c(C(=O)N3CCC4(CC3)OCCO4)cn(C3CCCCC3)c(=O)c21 | 6% | 1% | -3.3% | 10% | -4% | 23% | -4% | -0.56 | 0.069 | 0.03 | -0.17 | 10%
O=C(CSC1c2ccccc2-c2ccccc21)N/N=C/c1ccccc1O | -13% | 3% | 0.4% | -3% | 2% | -1% | 0% | -1.6 | 0.25 | -0.52 | 0.66 | -14%

Gathered by group: those above with a Cl atom.
SMILES | human PMI inhibitors | SIAH1 antagonists | XIAP displacement | PMI inhibitors | M17LAP inhibition | AID2073 | LYP inhibition | Dynein cargo inh | Dynein cargo inh cytoplasmic EGFP | Dynein cargo inh nuclear GR-EGFP | Dynein cargo inh cell count | M1AAP inhibition
CCOC(=O)C(NC(=O)C(Cc1ccc(N(CCCl)CCCl)cc1)NC(C)=O)C(C)C (stereo unspecified) | -17% | 1% | -3.5% | -44% | 22% | 25% | 0% | -0.49 | -0.37 | -0.73 | 1.4 | 3%
O=C1CN=C(c2ccc(Cl)cc2)c2oc3ccccc3c2N1 | . | 2% | . | . | 2% | 3% | -7% | 0.094 | -0.15 | 0.015 | 0.048 | 6%
C=CCn1c(=O)c(C=Nc2cccnc2Cl)c(O)n(CCCC)c1=O | -2% | 22% | -1.8% | -16% | 12% | -4% | -6% | 0.02 | -0.031 | 0.73 | -1 | 0%
CC(C)(C)C(=O)Cn1c(NCCCl)nc2ccccc21 | -4% | 1% | -5.4% | -9% | 1% | ? | -3% | -0.32 | -0.27 | -0.2 | 0.56 | 1%
O=C(c1ccc(Cl)cc1)C12CN3CN(CN(C3)C1)C2 | 8% | 4% | -7.0% | 4% | 6% | -4% | -4% | 0.47 | -0.32 | 0.65 | -0.6 | 8%
